# PAFAH1B2 inh – PAFAH1B2 (human) inhibition; 340,000 tested, 1.2% active; recombinant PAFAH1B2, FP-rhodamine activity probe, fluorescence polarization; inhibition, % at 3.39 µM; AID 492953;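 active = inhibition above the mean of all tested compounds plus 3 SD, cut at about 24% in these data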;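 also: 0% = enzyme with DMSO and 100% = wells lacking PAFAH1B2; many of its hits are not listed in these tables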
# PREPL inhibitor – human PREPL enzyme inhibition | recombinant PREPL, fluorescence polarization activity-based probe | inhibition, % at 5.96 µM | 320,000 tested, 0.68% active | AID 2751; in the data active = inhibition above about 43%;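 also: 0% = enzyme with DMSO and 100% = wells lacking enzyme; many of its hits are not listed in these tables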
# PME-1 inh – blocks human protein phosphatase methylesterase 1; Q9Y570; recombinant PME-1, FP-Rh probe fluorescence polarization; inhibition, % at 5.9 µM; 320,000 tested, 0.53% active;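 active = inhibition above the campaign mean of all compounds plus 3 SD, cut at about 26% in these data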;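 also: competitive labeling of PME-1 active site by serine hydrolase directed probe; 0% = PME-1 with DMSO and 100% = wells lacking PME-1 enzyme; inhibitors block probe labeling so polarization falls and inhibition rises; many of its hits are not listed in these tables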
# Target sequence (Q9Y570 whole entry, looked up): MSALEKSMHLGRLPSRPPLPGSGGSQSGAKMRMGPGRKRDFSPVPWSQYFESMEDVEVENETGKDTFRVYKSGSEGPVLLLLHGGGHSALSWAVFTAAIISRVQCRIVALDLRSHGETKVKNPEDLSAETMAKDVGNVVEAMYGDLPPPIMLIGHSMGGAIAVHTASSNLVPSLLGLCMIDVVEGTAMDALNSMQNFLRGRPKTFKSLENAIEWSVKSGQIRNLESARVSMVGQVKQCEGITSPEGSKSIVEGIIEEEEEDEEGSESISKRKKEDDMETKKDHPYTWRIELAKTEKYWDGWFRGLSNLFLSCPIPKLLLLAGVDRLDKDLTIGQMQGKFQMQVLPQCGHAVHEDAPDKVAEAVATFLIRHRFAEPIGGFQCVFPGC
# PAD4 FP inh – PAD4 (human) enzyme inhibition; Q9UM07; 330,000 tested, 0.41% active; recombinant PAD4, RCA probe fluorescence polarization; inhibition, % at 6.36 µM;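 active = percent inhibition above a cutoff equal to the mean of all tested compounds plus 3 SD, cut at about 15% in these data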;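 also: 0% = PAD4 with RCA probe and DMSO and 100% = probe without PAD4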
# LYPLA2 counter – counter-screen for PME1 inhibitors: inhibitors of human LYPLA2. recombinant LYPLA2, FP-Rh probe fluorescence polarization. inhibition, % at 5.9 µM. 320,000 tested, 0.38% active. O95372. AID 2177;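 active = inhibition above the screen-wide mean plus 3 SD, limit set per campaign, cut at about 26% in these data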;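 also: 0% = LYPLA2 with DMSO and 100% = wells lacking LYPLA2 enzyme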
# pPAFAH inh – pPAFAH (human) enzyme inhibition. inhibition, % at 3.39 µM. 330,000 tested, 1.5% active. recombinant pPAFAH, FP-rhodamine probe fluorescence polarization. Q13093;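 active = inhibition above the mean inhibition across the screen plus 3 SD, cut at about 25% in these data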;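 also: inhibitors block binding of the rhodamine activity-based probe so polarization drops; 0% = enzyme with DMSO and 100% = wells lacking pPAFAH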
# Target sequence (Q13093 whole entry, looked up): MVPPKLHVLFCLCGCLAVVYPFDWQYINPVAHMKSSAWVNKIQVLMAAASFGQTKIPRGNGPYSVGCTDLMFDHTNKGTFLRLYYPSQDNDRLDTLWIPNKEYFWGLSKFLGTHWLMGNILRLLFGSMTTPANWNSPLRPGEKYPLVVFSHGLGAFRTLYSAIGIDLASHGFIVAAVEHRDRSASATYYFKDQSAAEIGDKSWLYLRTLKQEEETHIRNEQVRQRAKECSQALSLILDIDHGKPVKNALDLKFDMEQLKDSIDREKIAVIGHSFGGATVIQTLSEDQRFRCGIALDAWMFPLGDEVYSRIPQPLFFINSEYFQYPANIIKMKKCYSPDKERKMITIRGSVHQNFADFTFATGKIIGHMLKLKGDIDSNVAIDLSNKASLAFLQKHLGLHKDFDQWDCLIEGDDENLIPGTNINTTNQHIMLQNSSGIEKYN
# LYPLA1 inh – counter-screen for PME1 inhibitors: inhibitors of human LYPLA1 | O75608 | recombinant LYPLA1, FP-Rh probe fluorescence polarization | inhibition, % at 5.9 µM | 320,000 tested, 0.16% active;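 active = inhibition above the mean of all tested compounds plus 3 SD, set per campaign, cut at about 14% in these data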;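 also: inhibitors block serine hydrolase probe labeling of LYPLA1 so polarization falls; 0% = enzyme with DMSO and 100% = wells lacking LYPLA1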
# GSTO1 counter – blocks human GSTO1 in RBBP9 counter-screen | 300,000 tested, 1.1% active | P78417 | recombinant GSTO1, activity-based probe fluorescence polarization | inhibition, % at 5.96 µM;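 active = inhibition above the campaign mean inhibition plus 3 SD, cut at about 35% in these data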;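 also: 0% = GSTO1-1 with DMSO and 100% = wells lacking GSTO1-1 enzyme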
# PAFAH1B3 inh – blocks human PAF acetylhydrolase 1B catalytic subunit 3 | inhibition, % at 3.39 µM | recombinant PAFAH1B3, FP-rhodamine probe, fluorescence polarization | 340,000 tested, 0.28% active;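 active = inhibition above the screen-wide average of all tested compounds plus 3 SD, cut at about 25% in these data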;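 also: 0% = enzyme with DMSO only and 100% = wells lacking PAFAH1B3 protein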
# Target sequence (Q15102 whole entry, looked up): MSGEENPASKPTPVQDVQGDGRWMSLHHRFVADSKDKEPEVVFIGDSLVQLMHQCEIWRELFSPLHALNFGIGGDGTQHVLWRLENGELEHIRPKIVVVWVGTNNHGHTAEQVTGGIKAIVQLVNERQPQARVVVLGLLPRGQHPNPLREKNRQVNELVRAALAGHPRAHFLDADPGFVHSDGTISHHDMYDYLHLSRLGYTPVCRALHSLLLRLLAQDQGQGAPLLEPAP
# * = called active by the depositor; . = not tested or not shown. The list is partial, so the mix of outcomes need not match the whole.
SMILES,PAFAH1B2 inh,PREPL inhibitor,PME-1 inh,PAD4 FP inh,LYPLA2 counter,pPAFAH inh,LYPLA1 inh,GSTO1 counter,PAFAH1B3 inh
CC(=O)c1cccc(NC(=O)c2cc(-c3ccncc3)nc3ccccc23)c1,-1,8,-2,-1,5,-2,-2,.,2
COc1ccc(NS(=O)(=O)c2ccc(-n3cnnn3)cc2)cc1OC,-5,-7,-10,7,6,4,-2,6,1
O=c1c2ccccc2ncn1Cc1nc2ccccc2s1,0,-11,-3,-1,-6,1,-4,3,6
Cc1ccsc1C(=O)NNC(=O)COc1ccc(Br)cc1,25*,7,.,-3,.,6,.,.,-3
CCOC(=O)c1c(C)c(C(=O)N2CCCCCC2)c(C)n1C,4,5,0,5,3,1,-2,2,9
COCCNC(=O)/C(C#N)=C/c1ccc(C(=O)O)cc1,6,-6,-2,-1,6,1,1,4,6
Oc1ccc(N=Nc2nccs2)c(O)c1,35*,20,2,0,1,37*,2,37*,9
COc1ccccc1N1CCN(S(=O)(=O)c2ccc(-n3cnnn3)c(C)c2)CC1,3,10,4,-4,4,-2,0,0,4
CCN(Cc1nc2ccccc2c(=O)[nH]1)C(=O)CN1C(=O)NC2(CCCCC2C)C1=O (centres undefined),5,-2,-4,-1,-1,0,-2,.,-4
O=C1c2ccc([N+](=O)[O-])cc2C(=O)N1c1ccc(Cl)cn1,0,4,2,6,3,-3,0,1,3

# Three compounds from above, limited to PME-1 inh and PREPL inhibitor.
molecule	PME-1 inh	PREPL inhibitor
CCOC(=O)c1c(C)c(C(=O)N2CCCCCC2)c(C)n1C	0	5
COc1ccc(NS(=O)(=O)c2ccc(-n3cnnn3)cc2)cc1OC	-10	-7
Cc1ccsc1C(=O)NNC(=O)COc1ccc(Br)cc1	.	7

# Following part:
SMILES,PAFAH1B2 inh,PREPL inhibitor,PME-1 inh,PAD4 FP inh,LYPLA2 counter,pPAFAH inh,LYPLA1 inh,GSTO1 counter,PAFAH1B3 inh
Cc1c(NC(=O)CN(c2ccc(F)cc2)S(=O)(=O)c2ccccc2)c(=O)n(-c2ccccc2)n1C,-5,11,0,3,12,-4,1,5,10
CCOC(=O)C1=C(COC(=O)/C=C/c2cc(OC)c(OC)c(OC)c2)NC(=O)NC1C (centres undefined),1,-1,5,-2,-5,2,-1,3,-2
Cc1ccc(S(N)(=O)=O)cc1,0,9,-1,-1,-5,-5,-1,.,6
CC1(C)OC(=O)C(=CNc2cccc(O)c2)C(=O)O1,-4,2,-3,3,12,15,1,0,-2
Cc1ccc(N(C(=O)c2csnn2)C(C(=O)NC2CCCC2)c2cccnc2)cc1 (centres undefined),3,-5,3,0,10,-2,2,8,0
CC1Cc2ccccc2N1C(=O)CN(C)CC(=O)Nc1cccc(F)c1 (centres undefined),5,-4,2,-19,0,3,0,.,-3
O=C(NCCc1nnc2ccc(N3CCCC3)nn12)c1ccccc1,4,6,6,0,10,4,2,0,11
Cc1ccc(NC(=O)c2nc[nH]c2C(=O)N2CCN(c3ccccc3)CC2)cc1,2,14,-2,-1,-2,-6,-1,-5,-2
COc1ccc(S(=O)(=O)Nc2nncs2)cc1,5,-5,0,4,-1,-2,2,1,4
CO[C@H]1O[C@H](C)[C@@H](O)C[C@H]1NC(=O)OCc1ccccc1,4,7,1,-2,-6,2,-2,3,-5
CC1Cc2ccccc2N1C(=O)CSc1nc2ccccc2s1 (centres undefined),0,-9,5,-5,-2,8,-3,-1,4
CC(NC(=O)c1ccc(NC(=O)CC2SC(N3CCCC3)=NC2=O)cc1)c1ccc(F)cc1 (centres undefined),7,8,0,-3,0,1,-5,.,11
COc1cc(C2Sc3ccccc3NC3=C2C(=O)OC3)cc(OC)c1OC (centres undefined),3,18,-2,-2,2,1,-1,1,0
Cc1cc(S(=O)(=O)N2CCOCC2)ccc1OCC(=O)Nc1ccc(F)cc1,0,2,-2,-3,-4,-2,-5,2,11
O=C(NCC1CCCCC1)c1cc(Br)ccc1Cl,1,1,-2,-2,-3,3,2,-5,3
COc1cc(C2N(C)CCC3(OCCO3)C2(C)C)cc(OC)c1OC (centres undefined),3,-2,1,0,-2,1,-3,-1,4
COc1ccccc1C(C)NC(=O)c1ccc(C)o1 (centres undefined),-5,9,-1,-2,9,3,0,-7,2
Cn1c(SCc2ccc(F)cc2)nnc1-c1cccs1,4,2,6,-2,2,0,5,-1,2
Cc1ccc(C)c(OCCn2cc(/C=C(\C#N)C(=O)NCC3CCCO3)c3ccccc32)c1 (centres undefined),-4,-6,-18,-3,-21,-2,-12,1,-5
COc1ccc(C(=O)COC(=O)CCCN=C2NS(=O)(=O)c3ccccc32)c(OC)c1,-3,6,4,-4,-1,-8,1,-8,0
Cc1ccc(SCC(=O)NNC(=O)CNC(=O)c2ccccc2F)cc1,6,14,.,-1,.,2,.,.,-3
CCc1nnc(NC(=O)c2ccc(NS(=O)(=O)c3ccccc3)cc2)s1,11,-11,-3,-7,4,13,-1,1,3
CN1CCN(C(=O)c2ccc(N(C)S(=O)(=O)c3cccs3)cc2)CC1,1,3,0,0,5,4,2,5,9
O=C(NCC(=O)N(c1ccc(F)cc1)C(C(=O)NCC1CCCO1)c1ccccc1)c1ccco1 (centres undefined),0,21,-2,4,2,6,-2,4,12
Cc1ccn2c(CNCCn3cccn3)c(C(=O)N3CCCCCC3)nc2c1,1,-1,-4,-3,7,1,2,0,4
Cn1c(=O)oc2cc(S(=O)(=O)N3CCC(N4CCCCC4)CC3)ccc21,3,2,2,-1,2,3,-1,2,10
CC(C)=C(NC(=O)c1ccccc1)C(=O)Nc1ccc(C(=O)O)cc1,1,-7,-10,-2,-4,-6,0,-2,1
O=C(CSC1=NCCS1)Nc1ccc(S(=O)(=O)N2CCCCCC2)cc1,7,1,2,4,1,-4,-6,-12,2
O=C(Cn1ccc2ccccc2c1=O)NCCC(=O)Nc1cccnc1,1,-7,2,5,-5,-4,-3,4,1
COc1cc(Br)c(C(C)NC(=O)c2cccc(Br)c2)cc1OC (centres undefined),8,-3,-1,1,0,0,-2,-2,1
Cc1nc(Nc2ccc(O)cc2)c2c3c(sc2n1)CCCC3,1,5,4,-3,-4,9,1,15,6
CCC(C)c1ccc(NC(=O)COC(=O)CCNS(=O)(=O)c2cccs2)cc1 (centres undefined),0,-9,.,3,.,3,.,.,17
COc1ccc(/C=N/NC(=O)c2cccc(OC(F)(F)C(F)F)c2)c(OC)c1OC,-3,1,-4,-2,5,4,0,0,0
Cc1nc(-c2ccccc2)cn2c1nc1ccccc12,-3,-2,2,-1,-4,5,-3,2,-3
CCC(C)(C)NC(=O)C(c1cccc(OC)c1OC)N(Cc1ccc(OC)cc1)C(=O)CCC(=O)Nc1cc(C)on1 (centres undefined),3,1,-4,-2,0,-2,-4,11,9
CS(=O)(=O)n1nc(NCc2cccs2)nc1NCc1cccs1,7,-3,0,1,-3,3,-1,2,4
COc1cc(/C=c2\s/c(=C\C(=O)C(C)(C)C)[nH]c2=O)cc(OC)c1OC,10,7,4,-4,-7,4,-3,-10,4
CCOc1ccccc1N(CC(=O)N(C)Cc1ccccc1)S(=O)(=O)c1ccccc1,4,-2,6,-2,6,2,-2,3,0
CCc1n[nH]c(=S)n1/N=C/c1ccc2c(c1)OCO2,2,0,-2,0,1,9,0,-4,-4
O=C(/C=C/c1ccccc1)Nc1cc(C(=O)O)cc(C(=O)O)c1,4,-3,-6,1,9,6,4,-2,10
O=C1NC(=Nc2ccccc2Cl)S/C1=C\c1ccc(C(=O)O)cc1,8,7,-2,-1,2,1,-6,-81,1
COc1ccc(/C=N\NC(=O)c2cccc(F)c2)cc1COc1ccccc1,-11,-45,-33,4,-46,-11,-26,-5,-4
CN(Cc1ccon1)C(=O)CC1C(=O)NCCN1Cc1ccc(Cl)c(F)c1 (centres undefined),9,13,7,-1,5,14,1,4,6
CC1CCc2c(cnc3ncnn23)C1 (centres undefined),7,8,1,1,2,2,6,3,3
COc1cc(/C=N/NC(=O)CCc2c(C)n[nH]c2C)ccc1O,0,-6,-4,-7,-3,-3,-2,5,-7
CCOc1c(S(=O)(=O)N2CCCC2)ccc(Cl)c1Cl,2,-3,3,-4,0,5,-2,-1,-1
O=C(c1ccccc1Cc1ccccc1)N1CCN(S(=O)(=O)c2ccc(F)cc2)CC1,11,9,3,-1,7,7,4,-4,0
O=C(CCc1ccc(O)cc1)N/N=C/c1coc2ccccc2c1=O,.,-9,-1,3,2,0,0,7,.
O=C(O)CC(NCc1ccco1)C(=O)OCC1CCCO1 (centres undefined),-2,5,-9,-12,-4,-8,3,0,-5
CCOC(=O)c1cnc(SCc2cccc(C)c2)nc1N,0,8,-4,-3,-2,14,-6,2,2

# Additional compounds:
SMILES,PAFAH1B2 inh,PREPL inhibitor,PME-1 inh,PAD4 FP inh,LYPLA2 counter,pPAFAH inh,LYPLA1 inh,GSTO1 counter,PAFAH1B3 inh
CCC(C)CN1CCC(CO)(Cc2ccccc2Cl)CC1 (centres undefined),2,-6,-8,0,-2,-2,-1,-5,9
Cc1ccc(-c2cc(C(=O)N3CCCCCC3)no2)cc1,3,9,-6,-5,6,0,-2,12,1
COc1ccc(N(CCCN2C(=O)c3cccc4cccc(c34)C2=O)C(=O)c2cccc(OC)c2)cc1,3,5,3,-2,0,0,0,-4,8
O=C(CSc1ccc(F)cc1)Nc1ccc2c(c1)C(=O)NC2=O,4,3,-2,0,-1,-4,-1,8,2
CCOC(=O)c1cnc(Nc2nc3ccccc3o2)nc1CSc1nnc(C)s1,6,15,-3,2,-2,2,-2,11,6
COc1ccc(N(C(=O)c2ccccc2)S(=O)(=O)c2cccs2)cc1,1,-1,-4,1,0,1,-4,5,3
O=C(Cn1cnc(S(=O)(=O)N2CCOCC2)c1)Nc1ccc(OC(F)(F)F)cc1,3,-3,-5,-1,4,2,0,3,16
COc1ccc(C(C)=O)cc1CC(=O)N(Cc1ccccc1)c1ccccc1,14,-29,2,-1,0,10,-1,4,0
CC1CCCCC1NC(=O)CCNS(=O)(=O)c1ccc2c(c1)CCC(=O)N2 (centres undefined),3,14,1,-5,3,-1,1,1,1
COc1ccc(/C=C2\SC(=S)N(CCCC(=O)Nc3ccc(O)cc3)C2=O)cc1,3,32,4,-10,-5,3,-4,-10,3
CNCc1ccccc1OCC(=O)Nc1ccccc1OC,3,9,-4,-5,5,7,-2,-2,5
CC(=O)N(\C=C/C=C/C=C1\Sc2ccccc2C1=O)c1ccccc1,-43,6,-15,-18,-3,30*,-5,-7,-78
c1csc(CNCCCN2CCOCC2)c1,-1,-3,-4,2,4,2,3,0,-6
Oc1cccc(/C=N/Nc2cc(N3CCOCC3)nc(N3CCOCC3)n2)c1,-1,10,3,-5,-1,2,-3,2,6
COC(=O)CSc1nnc(-c2ccncc2)n1N,5,-1,3,1,8,2,2,-5,6
COC(=O)c1ccc(Cn2nc(-c3ccccc3)ccc2=O)cc1,1,-22,9,-2,10,4,4,1,9
CCCOC(=O)CSc1nc(N)c(C#N)c(CC)c1C#N,6,9,-2,2,0,3,1,-8,7
Cc1ccc([N+](=O)[O-])cc1NC(=O)c1cccs1,-2,11,-1,-1,3,7,-1,8,5

# Screening data as filed in PubChem.
